12-LOX inh – inhibitors of human 12S-lipoxygenase ALOX12; P18054; purified 12hLO, xylenol orange hydroperoxide absorbance; Potency, µM (doses to about 108 µM), without a hit: top-dose activity change, negative = inhibition, actives largely listed as inhibitors; 580,000 compounds, 1.1% hits; AID 1671190; further: on the % scale 0 is the no-effect control and ±100 the full control effect
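Purified human 12hLO (150 nM final) in 25 mM Hepes, 0.01% Triton X-100, pH 7.0 was preincubated 15 min at room temperature with compound. Then 40 uM arachidonic acid was added, 30 min. Hydroperoxide was read by Fe-XO absorbance ratio 573/405 nm.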
JMJD2A Tudor – blocks the human JMJD2A Tudor domain | Potency, µM (titrated, usually from 114 µM), without a hit: at the top dose activity change, negative = inhibition, hits mostly inhibitors | AlphaScreen JMJD2A-Tudor / H3K4me3 peptide binding | O75164 | 390,000 compounds, 4.4% hits; further: on the % scale 0 is the no-effect control and ±100 the full control effect; nearly all actives have a fitted effect of over 50% in size
GLS inhibitor – inhibitors of human glutaminase (GLS); 410,000 compounds, 0.21% hits; Potency, µM (series often up to 45.5 µM), for inactives: top-dose activity change, negative = inhibition, actives largely listed as inhibitors; GLS enzymatic activity, qHTS titration; AID 624170; O94925; further: on the % scale 0 is the no-effect control and ±100 the full control effect
Target sequence (O94925 whole entry, looked up): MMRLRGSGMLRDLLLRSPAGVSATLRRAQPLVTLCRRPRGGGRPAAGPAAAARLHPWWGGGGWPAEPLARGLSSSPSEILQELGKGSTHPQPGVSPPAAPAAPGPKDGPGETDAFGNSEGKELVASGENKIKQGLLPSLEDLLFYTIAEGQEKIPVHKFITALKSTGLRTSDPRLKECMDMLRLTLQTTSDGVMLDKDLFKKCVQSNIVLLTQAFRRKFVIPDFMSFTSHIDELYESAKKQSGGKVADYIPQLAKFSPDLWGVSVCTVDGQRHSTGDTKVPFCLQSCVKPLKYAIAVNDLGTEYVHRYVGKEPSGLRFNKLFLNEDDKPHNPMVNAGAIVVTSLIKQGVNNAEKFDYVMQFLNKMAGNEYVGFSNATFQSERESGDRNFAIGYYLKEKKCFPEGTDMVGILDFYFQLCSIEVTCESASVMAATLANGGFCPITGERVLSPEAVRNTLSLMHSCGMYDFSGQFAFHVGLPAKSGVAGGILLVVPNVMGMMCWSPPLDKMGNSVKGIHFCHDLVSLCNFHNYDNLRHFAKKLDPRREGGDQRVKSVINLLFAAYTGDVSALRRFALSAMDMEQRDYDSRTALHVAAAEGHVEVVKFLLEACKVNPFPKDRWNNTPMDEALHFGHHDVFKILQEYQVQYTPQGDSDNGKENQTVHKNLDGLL
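Enzyme dispensed in phosphate buffer (45 mM, pH 8.2, 0.02% Tween-20), compounds pinned in, then 1 mM L-glutamine solution and the glutamate oxidase–HRP–Amplex Red mix added; fluorescence read immediately and again after 30 min at room temperature.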
PGK inhibitor – T. brucei PGK inhibition. Potency, µM (titrated, usually from 57.5 µM), without a hit: at the top dose activity change, negative = inhibition, actives largely listed as inhibitors. PGK/GAPDH coupled, Kinase-Glo luminescence, 60 min. P07378. AID 602233. 380,000 compounds, 0.043% hits; further: on the % scale 0 is the no-effect control and ±100 the full control effect; nearly all actives have a fitted effect of over 60% in size
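Recombinant glycosomal PGK reaction used 1,3-bisphosphoglycerate generated in-well by GAPDH (100nM final) in 100mM TEA pH 7.6, 5mM MgCl2, 0.01% Tween-20. After 60 minutes at room temperature, ATP was read by Kinase-Glo Plus luminescence end-point.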
Pin1 inhibitor – inhibitors of human Pin1; 390,000 compounds, 0.009% hits; Pin1 FP peptide displacement, HiFluor488, 10 min; Potency, µM (doses to about 115 µM), for the others: at the top dose activity, negative = inhibition, hits mostly inhibitors; Q13526; active means well fitted inhibition curve with a large enough effect in the polarisation, with a control signal flat, not every such curve was filed as active; inconclusive means small, poorly fitted or top-dose-only effect, or effect the other way, or a change in a side signal; inactive means no such curve, though single readings can be large or run the other way; the % refers to the polarisation; further: on the % scale 0 is the no-effect control and ±100 the full control effect
rTrxR1 inhibitor – inhibitors of rat thioredoxin reductase 1 | O89049 | recombinant rTrxR1, NADPH fluorescence consumption, selenite substrate | Potency, µM (series often up to 114 µM), without a hit: at the highest dose activity change, negative = inhibition, usual class: inhibitors | 390,000 compounds, 1% hits | AID 588453; further: on the % scale 0 is the no-effect control and ±100 the full control effect; nearly all actives have a fitted effect of over 65% in size
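Rat TrxR1 (90 nM in the dispensed reagent) was pre-reduced with 400 uM NADPH for 5 min at room temperature, then incubated with compound for 15 min. After 400 uM selenite was added, NADPH fluorescence (Ex 340/Em 450 nm) was followed for 8 min.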
HP1b chromo inh – HP1-beta chromodomain-methylated histone interaction inhibition. P83916. Potency, µM (series often up to 114 µM), for inactives: at the top dose activity change, negative = inhibition, usual class: inhibitors. 390,000 compounds, 0.56% hits. AID 540317. AlphaScreen HP1-beta / biotin-H3K9me3 peptide binding; further: nearly all actives have a fitted effect of over 70% in size; inactives centre near 23
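AlphaScreen: HP1-beta (50 nM) preformed 30 min with biotin-H3(1-18)K9me3 peptide (50 nM) in PBS pH 7.4, 0.01% Tween-20. Compound added for 30 min at RT, then streptavidin donor/nickel chelate acceptor beads (10 ug/mL) for 30 min.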
ERG Ets-DNA blk – blocks human ERG Ets domain binding to DNA; fluorescence polarization, His-ERG Ets domain / labelled DNA; Potency, µM (titrated, usually from 76.9 µM), for inactives: at the top dose FP activity, negative = inhibition, most hits filed as inhibitors; 370,000 compounds, 0.028% hits; AID 624246; active means well fitted inhibition curve with a large enough effect in the polarisation, with a control signal flat; inconclusive means small, poorly fitted or top-dose-only effect, or effect the other way, or a change in a side signal; inactive means no such curve, though single readings can be large or run the other way; the % refers to the polarisation;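 further: polarization taken with two DNA probes labelled with fluorescein and Texas red; % of control where 0% means no effect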
Target sequence (P11308 whole entry, looked up, the tested form may be a part): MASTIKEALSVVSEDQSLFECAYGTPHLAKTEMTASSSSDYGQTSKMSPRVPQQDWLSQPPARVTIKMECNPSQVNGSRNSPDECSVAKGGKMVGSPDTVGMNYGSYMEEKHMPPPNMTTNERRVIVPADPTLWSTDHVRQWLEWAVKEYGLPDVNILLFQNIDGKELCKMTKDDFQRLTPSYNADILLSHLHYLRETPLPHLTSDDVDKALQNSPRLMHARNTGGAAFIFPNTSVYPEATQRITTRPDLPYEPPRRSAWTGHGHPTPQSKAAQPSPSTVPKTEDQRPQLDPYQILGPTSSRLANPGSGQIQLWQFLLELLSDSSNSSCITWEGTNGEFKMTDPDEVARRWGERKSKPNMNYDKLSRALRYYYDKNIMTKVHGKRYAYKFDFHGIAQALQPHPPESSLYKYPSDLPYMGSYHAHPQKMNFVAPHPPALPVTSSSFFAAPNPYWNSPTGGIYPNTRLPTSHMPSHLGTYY
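His-tagged ERG Ets domain (1 uM in the protein solution; 300mM KCl, 50mM Tris-HCl, 1mM EDTA, 1mM DTT, pH 7.5) received compound, then a probe mix of 5 nM fluorescein-DNA and 100nM Texas-615-DNA. Fluorescence polarization was read for both dyes.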
RGS4 inh – inhibitors of human regulator of G protein signaling 4; P49798; Transcreener GDP fluorescence polarization, RGS4-accelerated GTP hydrolysis; Potency, µM (titrated, usually from 114 µM), inactives show top-dose activity change, negative = inhibition, usual class: inhibitors; 390,000 compounds, 0.039% hits; AID 504845; further: on the % scale 0 is the no-effect control and ±100 the full control effect; nearly all actives have a fitted effect of over 75% in size; some results filed as inactive show a strong effect at the top dose
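MLSMR compounds (23 nl, pin-transferred) preincubated 10 min at room temperature with a 500nM (2x) first reagent, then RGS4 at 900nM (2x) plus Transcreener GDP mix added; fluorescence polarization (620/688 nm) read before and after 90 min at 30 °C.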
Active calls of the source: *; i = inactive; ? = inconclusive; . = no result given; [ ] = dose if it differs, or a comment. Unless noted, the call rests on the fitted dose curve; in most records, active means well fitted curve in the direction sought with a large enough effect; inconclusive means small, poorly fitted or top-dose-only effect, or another doubt; inactive means no such curve, though single readings can be large; an effect the other way counts as inactive or inconclusive. Potency means the concentration at half of the fitted maximal effect.

SMILES	12-LOX inh	JMJD2A Tudor	GLS inhibitor	PGK inhibitor	Pin1 inhibitor	rTrxR1 inhibitor	HP1b chromo inh	ERG Ets-DNA blk	RGS4 inh
COc1ccc(/C=C/C(=O)OCC(=O)Nc2ccc(N3CCOCC3)cc2)cc1	-15%	-23%	-5%	i	-2%	11%	55%[activator]	-1%	-19%[56.9 µM]
COc1ccc(CNC(=O)C(=O)Nc2ccc(OC)cc2OC)cc1	-27%	-2%	-2%	10%	3%	9%	28%	-3%	7%
Cc1ccc(CCC(=O)Nc2ccc(C#N)cc2)o1	34%	-3%	0%	i	0%	18%	33%	-2%	-14%
CCc1noc(C)c1C(=O)OCC(=O)Nc1c(F)cccc1F	-20%	2%	-5%	5%	-1%	2%[57.1 µM]	30%	-3%	38%
CCOc1ncccc1C(=O)N1CCN(C(c2ccccc2)c2ccccc2)CC1	11%	-4%[11.4 µM]	6%	10%	-2%	8%[57.1 µM]	-7%	-10%	-3%
CN(CC(=O)Nc1cccc(F)c1)C(=O)/C=C/c1ccc(Br)s1	-1%	-19%	-2%	i	-4%	13%	-18%	7%	6%
Cc1cc(C)c2c(=O)c(C#N)coc2c1	0%	3%	-10%	-24%	1%	-1%	75%[activator]	14%	-28%
Cc1c(C(=O)Nc2ccc(F)cc2F)sc2nc3n(c(=O)c12)N=C(c1ccccc1)CS3	-14%	-5%	-3%	3%	5%	11%[57.1 µM]	35%	-1%	0%
Cc1ccc(-c2nc(=S)c3c(n2Cc2ccco2)CCCC3)cc1	?	-4%	11%	-2%	24%	?	69%[activator]	2%	-36%
CCC(CC)c1nnc(NC(=O)Cc2ccccc2[N+](=O)[O-])s1	1%	-13%	-2%	-1%	-3%	8%[57.1 µM]	-9%	-3%	-12%
O=C1OC(Nc2ccc(Cl)cn2)c2ccccc21 (stereo not given)	459%[activator]	-23%	3%	-7%	3%	-12%	27%	14%	-8%
O=C1OC(c2ccc3ccccc3c2O)(c2ccc3ccccc3c2O)c2ccccc21	6.3µM*	32µM*	11µM*	-6%	?	-34%[57.1 µM]	?	16%	?
O=C(c1cccs1)N1CCC(c2nc3c(nnn3Cc3c(Cl)cccc3Cl)c(=O)[nH]2)CC1	-25%	-18%	?	i	0%	22%[57.1 µM]	-4%	6%	-9%
COc1ccc(OC)c(C2CC(=O)Oc3c2c(=O)n(C)c2ccccc32)c1 (stereo not given)	-6%	-20%	30%[activator]	1%	?	-8%	12%	-5%	11%
Cc1c(C)n(Cc2ccccc2)c2ccc(C(=O)NCc3ccccc3F)cc12	?	-27%	1%	6%	57%[activator]	28%[57.1 µM]	35%	2%	-11%
COc1cc2oc(=O)cc(-c3ccc(-c4ccc(N(C)C)cc4)cc3)c2c(OC)c1OC	-8%	-29%	-6%	-1%	?	-1%	34%	3%	-6%
C=C1[C@H](C)CN[C@H]1CCO	5%	-12%	-2%	1%	0%	10%	14%	-5%	-10%
COC(=O)c1ccc(Cl)cc1NC(=O)Nc1nnc(N(C)Cc2ccccc2)s1	-9%	18%	-5%	-9%	-3%	3%	74%[activator]	7%	-14%
Cc1cc(Br)c(S(=O)(=O)NCCN2CCOCC2)cc1C	-15%	-9%	0%	-9%	2%	?	25%	-2%	-11%
CCOC(=O)C1=C(N)Oc2ccc3ccccc3c2C1c1ccc(O)c(OC)c1 (stereo not given)	?	?	1%	-16%	11%	11%[57.1 µM]	-23%	-29%	1%
CC1CCCCN1C(=O)c1cc(S(=O)(=O)N2CCOCC2)ccc1Cl (stereo not given)	?	4%	-5%	6%	1%	14%	37%[activator]	-1%	7%
CCN(c1ccccc1)S(=O)(=O)c1ccc(Cl)c(NC(=O)Nc2ccc(Cl)cc2C#N)c1	-8%	-25%	1%	-9%	49%[activator]	-3%	25%	1%	-3%
CCCCC(=O)N(CCOC)c1nnc(-c2ccccc2C)s1	5%	97%[activator]	11%	-8%	?	27%	137%[activator]	5%	10%
O=C(Nc1ccccn1)c1cccc(S(=O)(=O)N2CCCC2)c1	-3%	2%	-1%	-5%	-19%	-16%	36%	-16%	-3%
COC(=O)c1ccc(CSc2nc3sc4c(c3c(=O)n2C)CCCC4)o1	-21%	-22%	-7%	.	-1%	-3%	17%	.	-13%
SMILES	12-LOX inh	JMJD2A Tudor	GLS inhibitor	PGK inhibitor	Pin1 inhibitor	rTrxR1 inhibitor	HP1b chromo inh	ERG Ets-DNA blk	RGS4 inh
O=C(O)c1ccc(CN2C(=O)CSC2=S)cc1	0%	-14%	-10%	i	?	-21%	-7%	?	?
Cc1ccc(S(=O)(=O)NCCC(=O)N2CCCC(C)C2)cc1 (stereo not given)	7%	-16%	-3%	i	2%	4%[57.1 µM]	-15%	-5%	11%
O=C(CCCn1c(=S)[nH]c2cc3c(cc2c1=O)OCO3)N1CCN(c2ccc(F)cc2)CC1	-4%	-26%	-6%	-11%	9%	17%	22%	7%	-18%
Cc1ccc2c(c1)N(CCC(=O)NC1CC1)C(=O)C(C)O2 (stereo not given)	-2%	-10%	2%	13%	-8%	20%	24%	-6%	27%
COc1ccc(C2C(C(=O)c3ccccc3)=C(C)Nc3nc4ccccc4n32)c(OC)c1 (stereo not given)	-5%	-16%	-10%	i	-4%	0%	47%[activator]	0%	6%
O=C(CSc1ncn[nH]1)Nc1nc(-c2ccccc2)ns1	13%	-12%	5%	-10%	5%	-4%[57.1 µM]	24%	9%	17%
O=C1C2C3CCC(O3)C2C(=O)N1c1cc(OCC(F)F)cc([N+](=O)[O-])c1 (stereo not given)	-4%	-17%	0%	-3%	0%	3%	34%	4%	-29%
Cc1noc(C)c1C(=O)NC(C)c1ccc(Cl)cc1Cl (stereo not given)	6%	-10%	6%	i	-8%	18%	-8%	0%	12%
Cc1ccc(NC(=O)CN(C)C(=O)Cn2cc(C(F)(F)F)ccc2=O)cc1	-6%	6%	-4%	-8%	-4%	2%	24%	-12%	-52%
COc1ccccc1CN1CC(C(=O)N(CCO)Cc2cccs2)CCC1=O (stereo not given)	407%[activator]	-17%	3%	-9%	-1%	4%	22%	-1%	-5%
O=C(Nc1ccccc1)N(CCc1nc2ccccc2[nH]1)C1CCCC1	5%	-12%	-3%	0%	2%	4%	13%	-4%	23%
Cc1cnc(C(=O)NCC(=O)Nc2ccccc2Br)cn1	-1%	-34%	-22%	-18%	?	3%	30%	-4%	-6%
CC1CC(=O)c2cnc(NCC3CCCO3)nc2C1 (stereo not given)	20%	-6%	2%	-5%	-15%	13%[57.1 µM]	29%	-1%	5%
N/C(Cc1ccc([N+](=O)[O-])cc1)=N\OC(=O)c1ccccc1F	6%	-10%	-7%	6%	1%	19%[57.1 µM]	31%	-3%	-2%
CCC(C)NC(=O)C(=O)NCc1ccccn1 (stereo not given)	1%	-15%	14%	-14%	6%	18%[57.1 µM]	34%[activator]	-6%	-11%
O=C(O)CSCC(=O)N1CCN(c2nc3cc(Cl)ccc3s2)CC1	10%	-3%	1%	i	-6%	12%	27%	6%	-2%
CCCCNS(=O)(=O)c1ccc(NC(=O)C2CCCO2)cc1 (stereo not given)	-16%	-7%	5%	-8%	1%	-11%	9%	-2%	0%
COc1cc2c(cc1NC(=O)c1cc(-c3ccncc3)nc3ccc(C)cc13)oc1ccccc12	-12%	-34%	-1%	-9%	-1%	17%[57.1 µM]	2%	-4%	-22%
CCOC(=O)CNC(=O)N1CCCC(Cc2ccccc2)(C(=O)OCC)C1 (stereo not given)	63%[activator]	-11%	-1%	10%	-2%	14%	41%[activator]	2%	4%
O=C(c1ccccc1)c1ccncc1	0%	2%	-8%	-7%	3%	21%	51%[activator]	-8%	-4%
O=C1CCC[C@@H]2CC(N3CCCCC3)C[C@@H]3CCN1[C@H]23 (stereo not given in full)	10%	-5%	-2%	1%	0%	9%	36%	-1%	4%
COCCCNC(=O)C[C@H]1C[C@H](C(=O)N(C(C)C)C(C)C)[C@@]2(C)c3[nH]c4cc(-c5ccco5)ccc4c3CCN2C1=O	?	-32%	3%	i	54%[activator]	-8%	18%	21%	-53%
O=S(=O)(Nc1nc2ccccc2nc1-[n+]1ccccc1)c1ccc(Cl)cc1	?	-14%	1%	-8%	-9%	-13%	13%	10%	-23%
CC1=NN(c2nc(-c3ccc(C)cc3)cs2)C(=O)C1N=Nc1ccc(C(N)=O)cc1 (stereo not given)	-8%	-32%	0%	0%	23%	2%	-1%	-8%	-10%
C[C@H](CO)N1C[C@H](C)[C@@H](CN(C)S(=O)(=O)c2ccccc2)Oc2ccc(NS(=O)(=O)c3cn(C)cn3)cc2C1=O	-22%	-27%	-1%	i	-10%	14%	21%	4%	12%
Cc1ccc(-c2nn(CC(=O)Nc3cccnc3)c(=O)c3ccccc23)cc1	0%	-5%	12%	-3%	0%	17%	4%	-1%	-22%
O=C(O)C1C2C=CC(C2)C1C(=O)NCCc1ccncc1 (stereo not given)	-5%	-8%[57.1 µM]	-14%	-11%	0%	16%[57.1 µM]	-1%	5%	15%[11.4 µM]

Shown with values under each structure: part of the list above.
Every second line gives: 12-LOX inh	JMJD2A Tudor	GLS inhibitor	PGK inhibitor	Pin1 inhibitor	rTrxR1 inhibitor	HP1b chromo inh	ERG Ets-DNA blk	RGS4 inh
CCCCNS(=O)(=O)c1ccc(NC(=O)C2CCCO2)cc1 (stereo not given)
 : -16%	-7%	5%	-8%	1%	-11%	9%	-2%	0%
COc1cc2c(cc1NC(=O)c1cc(-c3ccncc3)nc3ccc(C)cc13)oc1ccccc12
 : -12%	-34%	-1%	-9%	-1%	17%[57.1 µM]	2%	-4%	-22%

Not all compounds are listed; the hit share may differ from the screen's.
